# Compound activity deposited in PubChem by several laboratories.
# RAM inhibit = blocks the yeast RAM network | S. cerevisiae dse1pr::URA3 reporter, 5-FOA growth OD615, 2 d; analog-sensitive cbk1-as2 kinase mutant strain | inhibition, % at 50 µM | 1.8% of 190,000 active;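 active means inhibition above a set limit, 3 SD over mean compound inhibition, cut at about 8.4% in these data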;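 further: 0% = DMSO-only wells with no growth and 100% = 10 µM 1-NA-PP1 full growth; inhibition rescues growth on 5-FOA so higher OD means more RAM inhibition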
# APP 5'UTR act = APP 5'UTR luciferase reporter activation; 1% of 190,000 active; SH-SY5Y APP 5'UTR luciferase reporter, luminescence; zero percent = DMSO vehicle wells; activation, % at 2 µM;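 active means activation above a set limit, based on mean plus 3 SD of controls, cut at about 140% in these data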; further: values of inactives mirror those of a sister screen read the other way
# STAT3 act = activators of IL-6 induced STAT3 signaling; U3A cells, IL-6 STAT3-luciferase reporter, luminescence; 100% = signal with IL-6 EC80 alone; activation (% of control), % at 5.6 µM; 0.91% of 190,000 active; AID 871;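 active means activation above the screen-wide mean of compound activation plus 3 SD, cut at about 130% in these data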;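 further: 0% = background luminescence of wells with medium and substrate only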
#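 Material: human STAT1-deficient U3A cells with stable STAT3-luciferase reporter / Probe or stimulus: IL-6 stimulus at 33 ng/mL final / Schedule: 1 h compound pre-exposure, 6 h IL-6 stimulation, 37 °C / Technique: luminescence / Read-out basis: percent of IL-6-only median luminescence / Control set: IL-6-only high control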
# NF-kB neuron act = compounds increasing NF-kB expression in human neuronal cells; NF-kB reporter expression; active compounds read high; fold change at 12.5 µM; 1.6% of 190,000 active; AID 1239; in the data active means fold change above about 3.3
# APP 5UTR inh = APP translation inhibition; SH-SY5Y APP 5'UTR-luciferase reporter, luminescence; inhibition, % at 2 µM; 0.82% of 190,000 active; AID 1285;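 active means inhibition above a set limit, derived from the sample mean plus 3 SD, cut at about 45% in these data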; further: values of inactives mirror those of a sister screen read the other way
# STAT1 blocker = reduces IFN-gamma driven STAT1 reporter signal; inhibition, % at 5.5 µM; 0.35% of 200,000 active; NIH 3T3 STAT1-luciferase reporter, luminescence;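 active means inhibition above a set limit, the mean inhibition across all tested compounds plus 3 SD, cut at about 34% in these data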;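 further: 0% = IFN-gamma with DMSO and 100% = IFN-gamma with 300 µM nifuroxazide; values of inactives mirror those of a sister screen read the other way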
# STAT1 act = increases IFN-gamma driven STAT1 reporter signal; 2.6% of 200,000 active; NIH 3T3 STAT1-luciferase reporter, luminescence; 100% = IFN-gamma alone, no compound; activation (% of control), % at 5.5 µM;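 active means activation above the screen-wide mean activation plus 3 SD, cut at about 130% in these data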;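 further: raw ratio to IFN-gamma control signal so 100% means no change and 0% no light; values of inactives mirror those of a sister screen read the other way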
# Hsp70 act = transcriptional activators of Hsp70 | AID 1203 | HeLa Hsp70 promoter luciferase reporter, luminescence; scaled: vehicle 0, proteasome-inhibitor control 100% | activation, % at 10 µM | 0.04% of 200,000 active;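 active means activation above the mean across all tested compounds plus 3 SD, cutoff set per campaign, cut at about 5.5% in these data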;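 further: 100% = MG132 at 30 µM as the positive control and 0% = DMSO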
# FLuc inhib CS = counter-screen for luciferase assay inhibitors: firefly luciferase inhibition; inhibition, % at 10 µM; ATPLite firefly luciferase biochemical luminescence, 10 min; 1.5% of 200,000 active;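 active means inhibition above about 50% when tested at 10 µM, limit read from the data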
# Target sequence (P08659 whole entry, looked up): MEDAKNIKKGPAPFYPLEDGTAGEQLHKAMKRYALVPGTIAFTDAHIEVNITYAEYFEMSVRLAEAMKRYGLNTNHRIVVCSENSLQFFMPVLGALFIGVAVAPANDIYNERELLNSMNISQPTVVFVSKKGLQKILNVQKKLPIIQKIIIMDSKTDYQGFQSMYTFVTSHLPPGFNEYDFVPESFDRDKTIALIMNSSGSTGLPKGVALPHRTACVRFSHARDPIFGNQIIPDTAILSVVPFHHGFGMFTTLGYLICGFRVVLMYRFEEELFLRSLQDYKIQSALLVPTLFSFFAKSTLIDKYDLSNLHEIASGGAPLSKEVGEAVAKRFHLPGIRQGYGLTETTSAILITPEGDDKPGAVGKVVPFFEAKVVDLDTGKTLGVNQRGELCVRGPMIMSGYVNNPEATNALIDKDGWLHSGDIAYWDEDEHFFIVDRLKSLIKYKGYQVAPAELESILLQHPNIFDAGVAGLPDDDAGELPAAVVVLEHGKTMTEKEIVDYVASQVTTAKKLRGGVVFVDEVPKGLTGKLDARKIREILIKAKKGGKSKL
# STAT3 blocker = reduces IL-6 driven STAT3 reporter signal | U3A cells, IL-6 STAT3-luciferase reporter, luminescence; host cell line lacks STAT1 | inhibition, % at 5.5 µM | 0.89% of 190,000 active;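 active means inhibition above the mean inhibition across all screened compounds plus 3 SD, cut at about 44% in these data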;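 further: 0% = DMSO only wells and 100% = 100 µM nifuroxazide control wells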
# * hit, by the source's call; . = not tested or not shown.
# Order of values: APP 5UTR inh	STAT1 blocker	FLuc inhib CS	RAM inhibit	STAT3 blocker	Hsp70 act	STAT3 act	STAT1 act	NF-kB neuron act	APP 5'UTR act
CCOc1ccc(NCC(=O)N/N=C/C=C/c2ccccc2)cc1
    7	-4	56*	3.2	5	-0.3	99	104	1.3	-7
O=C1C2CCCN2C(=O)N1CCN1CCN(CCO)CC1 (stereo unspecified)
    8	11	-4	0.4	10	-0.2	95	91	1.1	-9
Cc1sc2ncnc(N3CCC(C(=O)Oc4cccc(Cl)c4Cl)CC3)c2c1C
    15	3	-3	6.2	-2	-0.2	107	97	1.2	-15
Cc1ccc(S(=O)(=O)Nc2ccc(C(=O)OCC(=O)N(CCC#N)c3ccccc3)cc2)cc1C
    -6	4	-10	6.0	4	-0.1	95	96	1.3	6
Cc1cc(NC(=O)/C=C/C(=O)N(CC(=O)NC2CCCC2)c2cccc3ccccc23)no1
    -1	15	2	0.2	2	-0.3	104	84	1.3	1
CCc1cc2cc(C(=O)N3CCN(Cc4ccccc4)CC3)sc2s1
    -6	5	2	-1.2	-1	-0.3	105	95	1.1	6
COc1ccc(C2=NOC3(CC(=O)N(c4ccc(F)cc4)C3=O)C2)c(OC)c1 (stereo unspecified)
    -8	-2	-4	3.4	16	-0.3	91	102	1.1	8
Oc1ccccc1/C=N/NC1=NCCCCC1
    -42	-24	8	-0.5	-1	-0.3	103	121	1.2	42
COc1cccc2c(SCC(=O)N/N=C/c3ccc(O)c(O)c3)cc(C)nc12
    -4	17	-2	0.9	6	-0.4	96	83	0.93	4
CC(=O)c1ccc(NC(=O)N[C@@H](Cc2ccccc2)C(=O)O)cc1
    -1	-14	-5	0.4	-1	-0.1	103	113	1.1	1
COc1cccc(C2C(C#N)=C(N)OC3=C2C(=O)CCC3)c1OC(=O)c1ccco1 (stereo unspecified)
    -16	3	-7	0.5	1	-0.3	101	97	1.1	16
Cc1ccc(-n2c(SCC(=O)NCc3cccs3)nnc2-c2ccoc2C)cc1
    -3	-2	-4	2.1	-1	-0.1	104	102	0.88	3
CC(=O)c1c(C)[nH]c(C(=O)NC(C)c2ccccc2)c1C (stereo unspecified)
    11	5	-1	0.9	19	0.1	86	94	1.3	-11
Clc1ccc2c(c1)C(C1=NCCN1)c1ccccc1CS2 (stereo unspecified)
    97*	0	-5	0.5	1	-0.1	97	100	1.2	-97
Cc1ccc(C(=O)OCC(=O)Nc2ccc3c(c2)OCO3)o1
    -7	-2	-2	2.3	0	0.3	102	103	0.93	7
O=S(=O)(Cc1ccccc1)N1CCn2c(nc3ccccc32)C1
    -12	-9	3	0.2	14	0.1	96	108	1.1	12
COc1ccc(N/C=C(/C(C)=O)c2ccccc2)cc1
    4	3	-3	0.6	13	-0.4	94	97	1.2	-4
CCSc1ccccc1C(=O)N1CCN(Cc2ccc3c(c2)OCO3)CC1
    9	3	2	0.9	0	0.0	103	96	1.1	-9
Cc1ccc(S(=O)(=O)N(C)C)cc1NC(=O)COC(=O)Cc1ccc(Br)cc1
    -16	-7	-2	3.4	3	0.0	99	106	1.8	16
COc1ccc(-n2nnnc2SCC(=O)Nc2ccc3c(c2)OCCO3)c(OC)c1
    0	3	-3	4.1	16	-0.3	90	97	1	0
Cn1cc(C(=O)c2cccc(Cl)c2Cl)cc1C(=O)O
    -2	1	-6	1.9	-6	-0.5	107	99	1.4	1
COc1ccc(/C(O)=C(\C#N)c2nc3ccccc3n2C)cc1OC
    11	-13	-2	0.0	25	0.2	81	112	0.99	-11
N#Cc1cnn2c(N)c(-c3ccc(Cl)cc3)cnc12
    -25	-1	-2	2.9	24	-0.1	83	101	0.85	25
COc1ccccc1NC(=O)C1(c2ccccc2)CCCC1
    3	2	-2	1.6	-8	-0.4	109	98	1.4	-3
Cc1ccc(-c2nnc(SCC(=O)Nc3ccc(N4CCOCC4)cc3)o2)cc1
    -2	4	-4	4.2	10	-0.5	92	97	0.98	2
Cc1ccc(-c2nc(-c3cccnc3)no2)cc1
    -105	-24	66*	1.3	29	0.4	78	122	6.3*	105
CCN1CCCC1CNC(=O)C(=O)NCc1ccccc1 (stereo unspecified)
    -8	-7	-3	1.3	14	-0.1	91	105	1.1	8
COc1ccc(CCn2c(=O)[nH]c3cc(C(=O)NCCN4CCOCC4)ccc3c2=O)cc1OC
    0	-2	-1	1.3	-1	0.1	101	100	0.48	0
COCCC(=O)N1CCCC(C(=O)c2ccc(Oc3ccccc3)cc2)C1 (stereo unspecified)
    -7	-4	-2	0.5	-3	0.0	105	102	0.88	7
CCC1C(O)=C(c2ccccn2)C(=N)N1c1ccccc1 (stereo unspecified)
    -35	3	-4	-0.7	-16	-0.2	117	96	1	35

# Grouped by structure, the entries above containing a COOH group.
# Order of values: APP 5UTR inh	STAT1 blocker	FLuc inhib CS	RAM inhibit	STAT3 blocker	Hsp70 act	STAT3 act	STAT1 act	NF-kB neuron act	APP 5'UTR act
CC(=O)c1ccc(NC(=O)N[C@@H](Cc2ccccc2)C(=O)O)cc1
    -1	-14	-5	0.4	-1	-0.1	103	113	1.1	1
Cn1cc(C(=O)c2cccc(Cl)c2Cl)cc1C(=O)O
    -2	1	-6	1.9	-6	-0.5	107	99	1.4	1

# Additional entries.
# Order of values: APP 5UTR inh	STAT1 blocker	FLuc inhib CS	RAM inhibit	STAT3 blocker	Hsp70 act	STAT3 act	STAT1 act	NF-kB neuron act	APP 5'UTR act
O=[N+]([O-])c1cccc(NC(=S)NCCc2ccccc2)c1
    -2	12	5	-0.5	21	-0.5	86	89	0.95	2
Cc1ccc(C)c(N(CC(=O)N/N=C/c2ccc(-c3ccc([N+](=O)[O-])cc3)o2)S(=O)(=O)c2ccccc2)c1
    -16	0	-6	2.9	0	-0.2	104	100	0.83	16
CC1CCCCC1NC(=O)c1cc2c(s1)CS(=O)(=O)C2 (stereo unspecified)
    6	4	-6	-1.4	-2	-0.2	105	97	0.98	-6
Cc1ccc(-c2csc(N3CCC(C(N)=O)(N4CCCCC4)CC3)n2)cc1
    4	-4	-8	-0.6	16	0.1	93	104	1.1	-4
CCN1CCN(C(=O)C(NS(=O)(=O)c2ccc3nc(C)sc3c2)C(C)C)CC1 (stereo unspecified)
    -5	0	-12	1.0	6	-0.4	99	100	1.2	5
S=C(Nc1ccc2nccnc2c1)N1CCCC1
    9	-24	-1	0.7	15	0.5	90	120	1.6	-9
CNC(=O)c1ccsc1NC(=O)c1coc2ccccc2c1=O
    -12	-30	21	6.1	.	-0.1	.	126	1	12
COc1cc(/C=N/n2c(C)nnc2C)cc(OC)c1OC
    6	2	-3	0.2	12	-0.3	96	98	1.3	-6
Cc1c(OCc2nn[nH]n2)ccc2c(-c3ccccc3)cc(=O)oc12
    -1	10	0	5.6	5	-0.3	98	91	0.97	1
COCCNC(=O)CN(C(=O)CCC(=O)Nc1ccccn1)c1ccccc1F
    8	0	-5	2.0	3	-0.3	98	99	1.1	-8
Cc1nc(CC(=O)N2CCN(S(=O)(=O)c3ccccc3C#N)CC2)cs1
    -4	0	-7	2.0	2	0.3	100	100	0.85	4
COc1ccc2cc(C(=O)C3CCCN(C(=O)c4csnn4)C3)ccc2c1 (stereo unspecified)
    2	1	1	0.9	20	-0.2	92	98	0.92	-2
CCCc1cc(=O)[nH]c(SCC(=O)N(C)CC(=O)Nc2ccccc2CC)n1
    0	0	-6	1.1	12	-0.1	98	100	1.3	0
O=C(CSc1nnc2n1CCCN2)c1ccc(Cl)cc1
    -9	5	-6	1.2	-1	-0.4	102	95	1.4	9
Cc1ccc(SCc2cc(=O)[nH]c(N3CCOCC3)n2)cc1
    6	4	-6	1.2	13	-0.5	95	96	1	-6
O=C(Nc1ccc(N2CCOCC2)cc1)C1CC1
    -8	-4	4	2.0	3	-0.3	99	104	1.2	8
Cc1ccc(-c2nc(NC(=O)c3nn(C)cc3[N+](=O)[O-])sc2C)cc1C
    96*	28	-9	4.5	49*	14*	62	74	0.97	-96
COc1ccc(C)cc1NC(=O)CSc1nc(SC)ns1
    17	3	-4	1.9	-16	-0.6	115	97	1	-17
O=C(/C=C/c1ccc(Cl)cc1Cl)NCCSCc1ccccc1
    -5	-2	-4	16*	12	-0.4	90	102	1.3	5
COc1ccc(C)cc1NC(=S)NNC(=O)c1ccccc1Cl
    .	1	11	0.1	14	-0.5	93	99	1.4	.
CCOC(=O)CNC(=O)CSc1nc2cccnc2n1C
    5	11	-7	0.1	24	-0.3	85	90	1.2	-5
CCCc1nc2ccc(NC(=O)c3cccs3)cc2c(=O)n1Cc1ccccc1Cl
    -16	1	-4	4.7	-4	0.1	103	99	0.97	16
Cc1ccc(C(=O)/C=C/Nc2ccccc2C(N)=O)cc1
    -174	-11	97*	2.1	76*	-0.4	36	110	6.7*	174*
O=C(Oc1cccc(-n2cnnn2)c1)c1ccco1
    -2	-5	1	1.4	-8	-0.2	109	105	1.2	2
COc1ccc(C2NC(c3ccc(OC)cc3)C(c3ccccc3)C(=O)C2c2ccccc2)cc1 (stereo unspecified)
    2	9	1	2.6	-5	-0.3	102	92	0.82	-1
Nc1ccccc1S(=O)(=O)NC1=NCCCCC1
    -7	2	-2	-0.8	-1	-0.5	103	98	1.2	7
O=C(O)c1ccc(NC2=C(N3CCOCC3)C(=O)c3ccccc3C2=O)cc1
    16	-1	-4	3.3	9	-0.4	91	101	0.92	-16
CSCCC(NC(N)=O)C(=O)NCc1ccccc1Cl (stereo unspecified)
    -16	-7	-3	1.1	5	-0.2	99	107	1.1	16
CCC1CCCCN1C(=O)CSc1nnc(CNC(=O)c2cc(OC)c(OC)c(OC)c2)o1 (stereo unspecified)
    4	7	-2	-1.4	-2	0.0	103	92	1.2	-4
COc1ccc(N=Cc2c(O)c3ccccc3oc2=O)cc1
    -14	-44	88*	2.5	-19	-0.3	111	140*	0.93	14
Cc1ccc(S(=O)(=O)/N=C/c2cc(Br)ccc2O)cc1
    -7	5	-2	0.1	7	0.2	103	94	0.92	7
COc1cccc(NC(=O)COc2ccc3c(c2)CCC3)c1
    22	6	8	-0.3	7	-0.1	99	96	1.3	-22
CC(C)(Oc1ccc(Cl)cc1)C(=O)OCC(=O)Nc1ncc(Cl)cc1Cl
    0	13	-2	1.6	6	-0.4	98	88	0.84	0
CCOc1ccc(S(=O)(=O)NCCC(=O)NCc2ccco2)cc1
    -6	3	-4	0.3	6	-0.1	100	97	0.99	5
O=[N+]([O-])c1ccc2c(c1)oc1ccccc12
    8	-4	-4	2.4	20	-0.2	86	104	1.1	-8
COc1ccc(CNC(=O)c2cc(C3CC3)on2)cc1
    -31	.	2	0.5	.	.	.	.	1.2	31
COCCn1c(SCC(=O)Nc2ccccc2)nc2c1c(=O)[nH]c(=O)n2C
    -35	-5	-5	0.1	-7	-0.1	106	106	0.95	35
CCOc1ccc(NC(=O)N2CCC(n3nnc4cc(C)ccc43)CC2)cc1
    -2	-6	-5	2.4	13	-0.4	92	106	1.1	2
COc1ccccc1NC(=O)CN1C(=O)C2(OCCCO2)c2ccccc21
    -1	3	-5	1.4	-5	0.2	108	99	0.87	1
